# M18AAP inhibitor = PfM18AAP inhibitors, malaria aminopeptidase, primary screen, biochemical, QFRET, recombinant enzyme; H-Glu-NHMec fluorogenic cleavage; inhibition, % at 7.35 µM; 1.2% of 290,000 active; AID 1822, 2009;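 active means inhibition above the campaign mean inhibition over all tested compounds plus 3 SD, cut at about 28% in these data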;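 further: 0% = plate median of test compound wells and 100% = 2 mM ZnCl2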
# GalR3 antagonist = GalR3 antagonists in HEK293 cells, primary screen, cell-based, fluorescence readout. inhibition, % at 3 µM. AID 651719, 2012. Galanin receptor type 3 (Homo sapiens), O60755. HEK293 GalR3-CNG cAMP membrane potential fluorescence; galR3 body fused to GalR1 C-terminus. 0.44% of 360,000 active;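 active means inhibition above the screen-wide average plus 3 SD, cut at about 13% in these data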;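 further: forskolin and galanin both at EC90 stimulate the cells; cAMP rise reported by CNG channel membrane potential dye signal; 0% = forskolin plus galanin with DMSO and 100% = forskolin alone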
# Target sequence (O60755 1-299 limits assumed): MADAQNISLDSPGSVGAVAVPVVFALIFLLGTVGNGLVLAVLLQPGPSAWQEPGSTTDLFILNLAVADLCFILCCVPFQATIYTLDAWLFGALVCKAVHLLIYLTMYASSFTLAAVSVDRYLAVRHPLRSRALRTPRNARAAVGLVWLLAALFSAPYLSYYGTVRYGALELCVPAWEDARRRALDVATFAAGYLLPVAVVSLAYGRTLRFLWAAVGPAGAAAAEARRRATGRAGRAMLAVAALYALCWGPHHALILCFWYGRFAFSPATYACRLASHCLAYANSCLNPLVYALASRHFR
# OXTR potentiate = human OXTR potentiators, primary screen, fluorescence, CHO-OTR cells, Fluo-8 calcium | AID 2445, 2010 | activation, % at 3 µM | Fluo-8 calcium fluorescence, potentiator mode; 0% = oxytocin EC15, 100% = EC100 | 0.061% of 320,000 active | Oxytocin receptor (Homo sapiens), P30559;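 active means activation above that plate's cutoff, the mean activation of tested compounds plus 3 SD, cut at about 6.6% in these data, passing the limit was not always enough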;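 further: 100% uses oxytocin at 75 nM as the full agonist control; some results filed as inactive read as strong as hits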
# Target sequence (P30559 whole entry, looked up): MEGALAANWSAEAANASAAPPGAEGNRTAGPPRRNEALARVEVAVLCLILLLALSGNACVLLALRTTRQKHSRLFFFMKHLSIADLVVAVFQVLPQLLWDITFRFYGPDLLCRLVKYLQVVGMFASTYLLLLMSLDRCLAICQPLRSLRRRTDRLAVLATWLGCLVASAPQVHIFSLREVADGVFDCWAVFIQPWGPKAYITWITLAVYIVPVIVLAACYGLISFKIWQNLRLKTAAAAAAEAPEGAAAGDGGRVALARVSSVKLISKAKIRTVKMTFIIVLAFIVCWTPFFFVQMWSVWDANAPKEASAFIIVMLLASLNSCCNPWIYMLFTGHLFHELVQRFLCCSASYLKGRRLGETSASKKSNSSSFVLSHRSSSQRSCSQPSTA
#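 System: human OTR in CHO cells / Also added: sub-maximal oxytocin, roughly EC15 / Control set: EC15 oxytocin low, 75 nM oxytocin high / Schedule: 6 min compound pre-incubation at room temperature, 100 s kinetic read / Compound: single-point 3.0 µM / Replication: singlicate / Technique: Fluo-8 calcium dye fluorescence / Read-out basis: % activation of max/min ratio relative to oxytocin controls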
# V1R ag counter = agonists of human V1a receptor, primary screen, counter-screen for OXTR agonist project, fluorescence, CHO-V1R cells. Vasopressin V1a receptor (Homo sapiens), P37288. 0.25% of 320,000 active. Fluo-8 calcium fluorescence, agonist mode; 0% DMSO, 100% 3 nM vasopressin. activation, % at 3 µM;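 active means activation above the mean activation of all tested compounds plus 3 SD, per screening run, cut at about 20% in these data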;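 further: signal is peak over basal fluorescence ratio across a 100 second FLIPR read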
# MEKK2 mut-MEK5 = MEK5 binding signal on mutant MEKK2 PB1, primary screen, biochemical, multiplex bead flow cytometry, Alexa488-MEK5; Alexa488-MEK5 binding to MEKK2 mutant; percent response, % at 10 µM; 0.35% of 290,000 active; AID 1530, 2009; in the data active means percent response above about 24%, passing the limit was not always enough; further: inactives centre near 1; some results filed as inactive read as strong as hits
# MEKK2 WT-MEK5 = modulators of MEK5 binding to wildtype MEKK2, primary screen, biochemical, multiplex bead flow cytometry, Alexa488-MEK5 | Mitogen-activated protein kinase kinase kinase 2 (Homo sapiens), Q9Y2U5 | Alexa488-MEK5 binding to MEKK2 WT; actives lie on both sides | binding response (% of control), % at 10 µM | 1.1% of 290,000 active; in the data active means binding response below about 67% or above about 130%
# NALP1 inh = NALP1 inflammasome inhibitors in reconstituted yeast, colorimetric, S. cerevisiae, triplicate retest | S. cerevisiae NALP1/ASC/caspase-1 growth, X-gal OD620, 72 h | inhibition, % at 10 µM | 0.61% of 280,000 active | AID 2071, 2009; in the data active means inhibition mostly above about 24%, no sharp cut-off; inactive means mostly below about 32%; further: some compounds called inactive have numbers as strong as hits
# OXTR ag = human OXTR agonists, primary screen, fluorescence, CHO-OTR cells, Fluo-8 calcium; Oxytocin receptor (Homo sapiens), P30559; Fluo-8 calcium fluorescence; normalized: DMSO 0%, oxytocin 100%; activation, % at 3 µM; 0.32% of 320,000 active; AID 2435, 2010;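 active means activation above the mean of all tested compounds plus 3 SD, cutoff set per screening run, cut at about 20% in these data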;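 further: peak over basal fluorescence ratio from a 100 s FLIPR kinetic read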
# GPR7 antag = GPR7 receptor antagonists, primary screen, cell-based, fluorescence, single concentration | 1.1% of 290,000 active | AID 1861, 2009 | GPR7-expressing cells, fluorescence antagonist assay | Neuropeptides B/W receptor type 1 (Homo sapiens), P48145 | inhibition, % at 4.4 µM; in the data active means inhibition above about 16%, passing the limit was not always enough;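 further: cells stimulated with the agonist NPW; 0% = agonist with vehicle and 100% = vehicle without agonist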
# Target sequence (P48145 whole entry, looked up): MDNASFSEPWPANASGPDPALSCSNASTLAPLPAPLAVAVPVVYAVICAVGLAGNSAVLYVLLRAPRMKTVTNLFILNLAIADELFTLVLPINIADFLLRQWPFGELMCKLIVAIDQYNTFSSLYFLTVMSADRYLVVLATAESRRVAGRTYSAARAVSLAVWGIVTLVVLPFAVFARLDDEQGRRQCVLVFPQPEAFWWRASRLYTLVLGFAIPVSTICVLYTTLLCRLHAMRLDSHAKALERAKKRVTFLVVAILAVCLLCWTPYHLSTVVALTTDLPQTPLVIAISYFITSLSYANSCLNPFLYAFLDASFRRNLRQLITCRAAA
# An asterisk follows results filed as active; x = not tested or not shown. Not a hit list; about 4.1% have a hit in one of these screens.
SMILES,M18AAP inhibitor,GalR3 antagonist,OXTR potentiate,V1R ag counter,MEKK2 mut-MEK5,MEKK2 WT-MEK5,NALP1 inh,OXTR ag,GPR7 antag
O=C(c1cccs1)c1c[nH]cc1-c1ccccc1,x,-5,-1,-0.8,x,x,x,-0.5,x
COC(=O)c1ccc(NC(=O)COc2ccccc2OC)cc1,-17,-6,-6,0.5,0,101,-9,0.9,9
CCc1ccc(NS(=O)(=O)c2cccc3nonc23)cc1,-5,-6,-16,3.1,-2,98,8,-0.1,-3
Cc1ccccc1NC(=O)C1c2ccccc2Oc2ccccc21,-2,-4,2,1.3,2,113,20,1.7,-7
CC(C)C(c1nnnn1C1CCCCC1)N1CCN(c2ncccn2)CC1 (stereo unspecified),-4,1,-1,0.5,-4,93,-12,-0.2,9
O=C(O/N=C(\c1ccccc1)c1ccncc1)c1ccccc1Cl,-4,-6,-5,-0.8,-5,97,6,-1.7,-5
O=C1CCCc2ccccc2N1Cc1ccccc1Cl,10,1,-1,-1.1,5,105,17,-0.7,9
O=C(NNc1ccc(O)cc1)c1ccc(Br)cc1,9,-3,2,1.3,-5,97,23,0.7,9
COc1ccc(C(=O)OCC(=O)c2ccc(C3CCCCC3)cc2)cc1,-11,-5,-6,0.1,3,103,28,-0.5,-6
Cc1ccc2cc(C(c3nnnn3C3CCCC3)N3CCN(c4ccccc4)CC3)c(=O)[nH]c2c1 (stereo unspecified),-6,-1,-10,0.8,0,94,13,-0.5,-10
O=C(N1CCCCCC1)n1c(Cc2ccccc2)nc2ccccc21,2,-1,-10,-1.4,4,98,6,4.8,-20
Cc1cc(C)n(-c2nc(NCCCO)c3c4c(sc3n2)CCCC4)n1,-8,0,-9,-0.8,2,111,7,0.0,7
CN1C(=S)SC(N(O)C=C2C=CC(=O)C=C2)C1(C)C (stereo unspecified),-7,-3,-1,0.6,1,100,1,1.9,-6
Cc1csc(SC(C)C(=O)Nc2ccccc2C)n1 (stereo unspecified),x,1,4,-0.3,x,x,x,-1.1,x
Cc1nc2ccc(NC(=O)N3CCSCC3)cc2s1,-4,-4,-9,0.3,-3,96,8,-0.8,13
Cc1cc(C)cc(C(=O)NC(CC(N)=O)c2ccc(N3CCN(c4ccccc4)CC3)c([N+](=O)[O-])c2)c1 (stereo unspecified),3,-9,-3,-1.0,-5,95,17,-0.3,3
Cc1nc(NC(=O)c2ccccc2)sc1-c1csc(Nc2ccc(Cl)cc2)n1,2,x,-5,0.7,0,102,11,-0.2,-2
O=c1nc(N2CCCCCC2)nc(N2CCCCCC2)[nH]1,2,-1,1,0.5,1,107,10,0.2,-7
COc1cccc(COCC(O)Cn2cnc3cc(C)c(C)cc32)c1 (stereo unspecified),-4,-3,-6,3.2,10,114,4,0.4,-4
COc1ccc(OC)c(N(CC(=O)NCC2CCCO2)S(=O)(=O)c2ccccc2)c1 (stereo unspecified),0,-8,-8,3.7,-8,88,19,-0.4,1
CC(=O)Nc1ccc(S(=O)(=O)NC2(C(F)(F)F)C(=O)Nc3c2c(=O)n(C)c(=O)n3C)cc1 (stereo unspecified),0,-6,-1,-0.9,5,107,-4,0.6,-5
CCOC(=O)C1CCN(C(=O)Cc2ccc(OC)c(OC)c2)CC1,-12,8,4,3.1,-11,91,1,3.8,-13
C=CCNC(=O)c1cc2c(=O)n3cccc(C)c3nc2s1,4,-8,-10,0.6,8,109,4,-0.1,-6
CS(=O)(=O)Nc1cccc(C2=NN(S(C)(=O)=O)C(c3ccccc3)C2)c1 (stereo unspecified),0,-2,-10,1.6,37,23*,23,0.2,-17
COCCNC(=O)CN(Cc1ccccc1)S(=O)(=O)c1ccc2nc(C)sc2c1,0,-5,-6,0.2,9,102,7,-0.9,-10
COCCn1c(SCC(=O)NC2CC2)nnc1-c1ccc(Cl)cc1,x,-5,-2,0.4,x,x,x,-0.1,x
O=C(O)c1cn(Cc2ccccc2)c2ccc(Cl)cc2c1=O,x,-3,-6,10,x,x,x,9.6,x
COc1ccccc1Nc1nc2ccccc2n2cnnc12,-6,2,-9,-1.0,-5,95,x,-0.1,-2
CCC(=O)N(C1=C(NC)C(=O)c2ccccc2C1=O)C(C)C,1,-4,-4,-0.9,-4,97,-2,-0.3,-21
CN(C)C(=O)c1ccc(NC(=O)COC(=O)C2=COCCO2)cc1,x,-5,-7,-0.1,x,x,x,0.5,x
N#Cc1c(C(F)(F)F)cc(-c2ccccc2Cl)[nH]c1=O,-6,-2,-4,-0.3,-8,89,38,1.0,-10
COC(=O)c1ccc(NC(=S)NN2CCOCC2)cc1,-1,6,-1,-0.2,-9,91,4,0.2,-8
Cc1sc2ncnc(N3CCC(C(=O)Nc4ccc(S(N)(=O)=O)cc4)CC3)c2c1C,x,-2,-1,0.2,x,x,x,-0.5,x
CC1CN(C(=O)Nc2cccc(Cl)c2)C2(CCCCCC2)O1 (stereo unspecified),2,0,0,-0.7,-2,96,4,-2.2,-14
O=C(Nc1ccccc1N1CCCC1)c1cccc(-c2cc3ccccc3oc2=O)c1,15,4,-5,-0.5,0,93,34,-1.6,-18
O=C(Nc1nnc(-c2ccncc2)o1)c1ccccc1F,7,-4,-19,0.4,19,112,3,-0.2,-15
COc1ccc(NS(=O)(=O)c2cc(NC(=O)/C=C/c3cc(OC)c(OC)c(OC)c3)ccc2N2CCCCC2)cc1,-10,-2,-10,0.9,-1,96,22,-0.3,-11
CC(NC(=O)c1ccccc1)C(=O)N/N=C/c1ccc(O)cc1 (stereo unspecified),7,-3,-8,-0.2,-2,96,17,0.7,-2
COc1cc2nc(COc3ccccc3[N+](=O)[O-])oc(=O)c2cc1OC,-5,-8,0,0.7,-1,95,36,0.6,7
CCC(O)(CC)C(=O)NN(C(=O)Nc1csc2c1CCCC2)c1ccccc1,-6,2,-2,-0.7,-3,86,19,-0.7,-6

# Two of these compounds, set out differently:
compound	M18AAP inhibitor	GalR3 antagonist	OXTR potentiate	V1R ag counter	MEKK2 mut-MEK5	MEKK2 WT-MEK5	NALP1 inh	OXTR ag	GPR7 antag
C=CCNC(=O)c1cc2c(=O)n3cccc(C)c3nc2s1	4	-8	-10	0.6	8	109	4	-0.1	-6
CS(=O)(=O)Nc1cccc(C2=NN(S(C)(=O)=O)C(c3ccccc3)C2)c1 (stereo unspecified)	0	-2	-10	1.6	37	23*	23	0.2	-17

# (further entries)
SMILES,M18AAP inhibitor,GalR3 antagonist,OXTR potentiate,V1R ag counter,MEKK2 mut-MEK5,MEKK2 WT-MEK5,NALP1 inh,OXTR ag,GPR7 antag
Cc1cc(C(N)=O)c2cc(Br)ccc2n1,-3,-2,-9,0.0,6,102,-2,0.1,-8
O=C(Cc1ccc([N+](=O)[O-])cc1)NCc1ccc2c(c1)OCO2,3,-2,-5,-0.2,-2,105,27,-1.2,6
CCCc1cc(=O)n2[nH]cc(-c3ccc(Cl)cc3)c2n1,1,-11,x,x,-4,90,-6,x,-1
CC(=O)NC1CC2CCC(C1)N2Cc1ccc(C)cc1 (stereo unspecified),-3,0,-10,0.6,4,106,10,0.0,-15
Cc1c(N=C2C=CC(=O)c3ccccc32)c(=O)n(-c2ccccc2)n1C,9,-7,x,x,-3,94,25,x,-13
COc1ccc(N(CC(=O)NCc2cccs2)S(=O)(=O)c2c(C)n[nH]c2C)cc1,5,-2,-4,0.3,4,100,4,0.7,-7
Cc1cccc(NC(=S)NCCN2CCOCC2)c1,-18,-3,5,-0.7,-2,98,21,-0.3,-10
COC(=O)[C@@H](Cc1ccccc1)N(Cc1ccccc1)S(=O)(=O)N(Cc1ccccc1)[C@H](Cc1ccccc1)C(=O)OC,x,-2,-4,1.6,x,x,x,3.4,x
CCCCNC(=O)Cc1c(O)c2ccccc2[nH]c1=O,5,-5,-2,0.5,0,103,12,-0.3,-11
O=C(NCC(=O)N1CCCC(C(F)(F)F)C1)c1ccc2ccccc2c1 (stereo unspecified),x,-7,-8,1.0,x,x,x,-1.1,x
Cc1ccc(S(=O)(=O)NCC(C)NS(=O)(=O)c2ccc(C)cc2)cc1 (stereo unspecified),1,-4,-10,2.8,2,109,7,1.8,-6
O=C(CSc1nnc(C2CCCCC2)o1)Nc1ccccc1Cl,-1,-7,-4,1.1,0,101,17,-0.4,-6
CC(=O)c1c(C)[nH]c(C(=O)OCC(=O)Nc2ccc(C)cc2[N+](=O)[O-])c1C,-4,13*,-9,11,14,101,25,12,-4
O=C(N/C(=C/C=C/c1ccccc1)C(=O)N1CCCCC1)c1ccc([N+](=O)[O-])cc1,0,-7,-11,-1.0,-12,90,-3,-2.5,-9
Cc1cc(C)c(C(=O)NC2CC(C)(C)Cc3c2cnn3-c2ccccc2)o1 (stereo unspecified),-3,-7,-4,-1.7,4,100,12,-2.6,-18
CCCNCc1cc(OC)c(OCC(=O)Nc2ccccc2)cc1Br,1,-13,-11,0.7,-1,100,4,0.8,9
CCN(CC)c1ccc(S(=O)(=O)N2CCOCC2)cc1NC(=O)CSC(=S)N1CCCC1,-2,-4,-11,1.1,4,107,-6,0.0,44*

# Molecules from the list above with an NH in an aromatic ring (eight):
SMILES,M18AAP inhibitor,GalR3 antagonist,OXTR potentiate,V1R ag counter,MEKK2 mut-MEK5,MEKK2 WT-MEK5,NALP1 inh,OXTR ag,GPR7 antag
O=C(c1cccs1)c1c[nH]cc1-c1ccccc1,x,-5,-1,-0.8,x,x,x,-0.5,x
Cc1ccc2cc(C(c3nnnn3C3CCCC3)N3CCN(c4ccccc4)CC3)c(=O)[nH]c2c1 (stereo unspecified),-6,-1,-10,0.8,0,94,13,-0.5,-10
O=c1nc(N2CCCCCC2)nc(N2CCCCCC2)[nH]1,2,-1,1,0.5,1,107,10,0.2,-7
N#Cc1c(C(F)(F)F)cc(-c2ccccc2Cl)[nH]c1=O,-6,-2,-4,-0.3,-8,89,38,1.0,-10
CCCc1cc(=O)n2[nH]cc(-c3ccc(Cl)cc3)c2n1,1,-11,x,x,-4,90,-6,x,-1
COc1ccc(N(CC(=O)NCc2cccs2)S(=O)(=O)c2c(C)n[nH]c2C)cc1,5,-2,-4,0.3,4,100,4,0.7,-7
CCCCNC(=O)Cc1c(O)c2ccccc2[nH]c1=O,5,-5,-2,0.5,0,103,12,-0.3,-11
CC(=O)c1c(C)[nH]c(C(=O)OCC(=O)Nc2ccc(C)cc2[N+](=O)[O-])c1C,-4,13*,-9,11,14,101,25,12,-4
